CXXC DNA block – qHTS Fluorescence Polarization Assay for Inhibitors of MLL CXXC domain - DNA interaction. Histone-lysine N-methyltransferase 2A (Homo sapiens), Q03164. MLL-CXXC / FITC-HOXA9 DNA fluorescence polarization. Potency, µM (titrated, usually from 115 µM), for inactives: at the top dose activity change, negative = inhibition, most hits filed as inhibitors. 290,000 tested, 0.037% active. AID 2662, 2010; active = well fitted inhibition curve with a large enough effect in the polarisation, with a control signal flat, not every such curve was filed as active; inconclusive = small, poorly fitted or top-dose-only effect, or effect the other way, or a change in a side signal; inactive = no such curve, though single readings can be large or run the other way; the % refers to the polarisation; also: potency is read from the fitted curve at half-maximal effect
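Steps: dispense CXXC domain solution (7 uM) → pin compounds or unlabeled HOX-A9 DNA control → 5 min ambient → add FLSN-HOX-A9 solution (50 nM) → spin → 30 min ambient → fluorescence polarization. Tris pH 7.5/NaCl/DTT/BSA buffer.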
A-T KAP1 phos – qHTS Assay for Identifying a Potential Treatment of Ataxia-Telangiectasia; Potency, µM (series often up to 57.5 µM), inactives show top-dose activation, hits mostly activators; […] A-T fibroblasts, KAP-1 phosphorylation AlphaLISA; neocarzinostatin DNA damage 30 min before lysis; 320,000 tested, 0.19% active; also: potency is read from the fitted curve at half-maximal effect; % of control where 0% means no effect; nearly all actives have a fitted effect of over 45% in size
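hTERT-immortalized A-T patient fibroblasts ([…]), 500 cells/well in OPTI-MEM, 1% FBS, got compounds for 60 min, then NCS for 30 min at 37C. Lysates were then assayed for phospho-KAP-1 by AlphaLISA (anti-pKAP1 donor, anti-KAP1 acceptor beads), 6 hr at 25C.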
GALK inh – qHTS Assay for Inhibitors of Human Galactokinase (GALK). P51570. Purified GALK, Kinase-Glo residual ATP luminescence. Potency, µM (highest dose often 57.5 µM), without a hit: at the highest dose activity change, negative = inhibition, most hits filed as inhibitors. 270,000 tested, 0.007% active. AID 1868, 2009; also: potency is read from the fitted curve at half-maximal effect; % is scaled to controls: 0 for no effect and ±100 for the full control effect
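Quantitative HTS: GALK 5 nM, ATP 35 uM, galactose 100 uM, 1 h room temperature, then luciferase-based ATP detection.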
TCR act – Activators of T cell receptors: qHTS campaign; primary human leukocytes, anti-CD3, IL-2 HTRF, 48 h; Potency, µM (titrated, usually from 9.22 µM), without a hit: at the top dose activation of IL-2 secretion, hits mostly activators; 330,000 tested, under 10 active; AID 504894, 2011; also: % of control where 0% means no effect
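TCR engagement came from a-CD3 beads alone, with compounds added to primary human leukocytes for 48 hr. Secreted IL-2 bridged europium cryptate- and d2-labelled anti-IL-2 antibodies, giving FRET emission at 665nm after 320nm excitation.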
Giardia killer – Small Molecules that selectively kill Giardia lamblia: qHTS | Giardia lamblia trophozoite viability | activity change, % at 7.66 µM, hits read low | 340,000 tested, 0.15% active; in the data active = activity change below about -80%; inconclusive = between about -30% and that limit;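 also: parasites exposed to compound for two days anaerobically before the ATP read; % is scaled to controls: 0 for no effect and ±100 for the full control effect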
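Trophozoites 100 cells/well + cpd; 48 hrs, 37 deg C, anaerobic. ATPLite 1-Step added, 15-30 min RT, luminescence read (ATP-based viability).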
Coupling enz – qHTS Assay for Inhibitors of Fructose-1,6-bisphosphate Aldolase from Giardia Lamblia: Coupling assay counterscreen; coupling enzyme system counterscreen, AmpLite Red fluorescence; activity change, negative = inhibition, % at 58.2 µM, hits read low; 290,000 tested, 0.67% active; AID 2472, 2010; in the data active = activity change below about -30%; also: % is scaled to controls: 0 for no effect and ±100 for the full control effect
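Counterscreen lacking aldolase: glyceraldehyde-3-phosphate coupling-enzyme reagent preincubated 10 min at RT with compound (at 57.5 uM final), then substrate/coupling system with AmpLite Red added; fluorescence read at 525/598 nm after 20 min RT.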
Chronic BCR inh – qHTS Assay to Find Inhibitors of Chronic Active B-Cell Receptor Signaling; 340,000 tested, 0.05% active; Potency, µM (series often up to 46.1 µM), for inactives: at the highest dose ratio change, negative = lower green/red ratio, hits mostly inhibitors; AID 493014, 2011; ABC-DLBCL IkBa-CBG/CBR reporter, luminescence ratio, 4 h; active = well fitted inhibition curve with a large enough effect in the signal ratio, with a control signal flat, not every such curve was filed as active; inconclusive = small, poorly fitted or top-dose-only effect, or effect the other way, or a change in a side signal; the % refers to the signal ratio;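 also: potency is read from the fitted curve at half-maximal effect; plate controls were basal doxycycline-induced cells for no effect and cells given 10 µM MG132 for full effect; MG132 reads +100%, hits lower the ratio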
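TMD8 ABC-DLBCL cells carrying doxycycline-inducible green luciferase fused to IkappaBalpha plus unfused red luciferase were exposed to compounds (up to 46 uM) for 4 hrs at 37C. Activity came from the overlap-corrected green/red luminescence ratio.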
TSHR antag – Antagonists of the Thyroid Stimulating Hormone Receptor: HTS campaign | 330,000 tested, 0.2% active | Thyrotropin receptor (Homo sapiens), P16473 | activity change, negative = inhibition, % at 11.5 µM | TSHR-expressing cells, TSH-stimulated cAMP HTRF, 2 h; hits give low values;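 active = activity change below a set negative limit, meaning inhibition stronger than a set level, cut at about -70% in these data; inconclusive = activity change between two set negative limits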; also: % is scaled to controls: 0 for no effect and ±100 for the full control effect
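TSHR-expressing cells, 200/well, pre-treated with compound, then stimulated with EC80 TSH (4nM final) for 2 hours at 37 deg C. cAMP measured by competitive HTRF: anti-cAMP cryptate antibody in lysis buffer plus cAMP-d2, read after 30 minutes at room temperature.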
hERG WT inh – qHTS for Inhibitors of KCHN2 3.1: Wildtype qHTS; U2OS, BacMam KCNH2, thallium flux FluxOr; hits give low values; activity change, % at 1.84 µM; 340,000 tested, 0.37% active; AID 720551, 2013;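 active = maximum activity change below -70%; inconclusive = maximum activity change between -70% and -50%; inactive = maximum activity change above -50%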; also: % is scaled to controls: 0 for no effect and ±100 for the full control effect
Target sequence (Q12809 whole entry, looked up): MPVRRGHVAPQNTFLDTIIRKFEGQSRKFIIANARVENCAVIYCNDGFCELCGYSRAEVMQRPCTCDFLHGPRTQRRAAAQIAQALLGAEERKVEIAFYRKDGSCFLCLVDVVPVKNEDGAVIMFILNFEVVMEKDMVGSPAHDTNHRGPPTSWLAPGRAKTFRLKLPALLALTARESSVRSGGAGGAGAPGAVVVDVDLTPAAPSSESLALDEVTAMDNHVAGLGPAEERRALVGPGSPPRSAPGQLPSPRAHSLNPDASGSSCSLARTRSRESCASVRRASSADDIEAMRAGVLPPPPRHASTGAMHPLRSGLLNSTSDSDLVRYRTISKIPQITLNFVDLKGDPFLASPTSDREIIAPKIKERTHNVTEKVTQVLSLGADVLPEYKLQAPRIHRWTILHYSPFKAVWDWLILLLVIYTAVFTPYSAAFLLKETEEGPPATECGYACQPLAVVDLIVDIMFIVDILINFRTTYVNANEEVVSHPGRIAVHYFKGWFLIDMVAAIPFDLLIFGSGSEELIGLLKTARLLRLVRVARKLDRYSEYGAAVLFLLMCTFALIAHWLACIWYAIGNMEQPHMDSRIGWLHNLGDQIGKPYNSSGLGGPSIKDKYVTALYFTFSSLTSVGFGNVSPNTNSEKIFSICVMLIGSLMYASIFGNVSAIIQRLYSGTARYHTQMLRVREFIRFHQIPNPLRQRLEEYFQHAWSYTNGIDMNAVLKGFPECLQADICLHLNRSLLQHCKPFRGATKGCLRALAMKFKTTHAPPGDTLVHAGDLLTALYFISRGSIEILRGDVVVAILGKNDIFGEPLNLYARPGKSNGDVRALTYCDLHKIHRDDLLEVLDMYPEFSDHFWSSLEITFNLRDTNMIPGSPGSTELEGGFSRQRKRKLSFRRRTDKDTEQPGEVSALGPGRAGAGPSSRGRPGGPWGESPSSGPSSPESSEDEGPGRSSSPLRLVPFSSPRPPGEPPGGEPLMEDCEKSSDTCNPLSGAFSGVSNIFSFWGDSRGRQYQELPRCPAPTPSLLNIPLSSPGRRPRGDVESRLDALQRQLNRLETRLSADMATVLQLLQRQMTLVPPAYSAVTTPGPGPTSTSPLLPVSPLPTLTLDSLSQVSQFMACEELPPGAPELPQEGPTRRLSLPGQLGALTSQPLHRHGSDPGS
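U2OS cells were transduced with wild-type KCNH2 virus (2.03 x 10^8 / mL) for 4 h at room temperature, then cultured overnight at 37 C. Thallium flux was read with FluxOr dye. Rate constants were normalized to DMSO controls.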
Tb PFK block – qHTS Assay to Find Inhibitors of T. brucei phosphofructokinase; ATP-dependent 6-phosphofructokinase (Trypanosoma brucei brucei), O15648; T. brucei PFK, ADP-Glo luminescence; Potency, µM (series often up to 57.5 µM), for inactives: at the highest dose activity, negative = inhibition, hits mostly inhibitors; 330,000 tested, 0.17% active; AID 485367, 2010;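 also: potency is read from the fitted curve at half-maximal effect; 0% = uninhibited 1x PFK enzyme wells and -100% = no-enzyme wells; nearly all actives have a fitted effect of over 60% in size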
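Luminescent ADP detection (ADP-Glo, two-step: ATP depletion then ADP-to-ATP conversion for luciferase) reported PFK activity after 45 min room-temperature reaction of 1.25 nM enzyme with 0.5 mM F6P and 0.1 mM ATP at pH 8.0.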
* = called active by the depositor; ? = inconclusive; / = no result given; [ ] = another dose, or the depositor's remark. Unless noted, calls follow the shape of the dose curve; as a rule, active = well fitted curve in the direction sought with a large enough effect; inconclusive = small, poorly fitted or top-dose-only effect, or another doubt; inactive = no such curve, though single readings can be large; an effect the other way counts as inactive or inconclusive. An unsorted share of the library (roughly 1.6% active in at least one column).

SMILES	CXXC DNA block	A-T KAP1 phos	GALK inh	TCR act	Giardia killer	Coupling enz	Chronic BCR inh	TSHR antag	hERG WT inh	Tb PFK block
O=C(CCc1nnc(CCCCc2ccccc2)o1)NCCC1CCCCO1 (stereo not drawn)	1%	2%	-2%	-3%	-9	-4	-9%	-4	6	1%
Cc1ccc(Nc2nc(NCCCN3CCOCC3)nc(N)c2[N+](=O)[O-])cc1	6%	-4%	0%	-1%[46.1 µM]	-8	4	3%	-7	2	0%
Cc1cccc(OCCSc2cc(C)nc(N)n2)c1	-10%	7%	2%	-7%	-13	1	0%	-17	-15	1%
COC(=O)C1CSC(C(=O)OC)N1C(=O)Nc1ccccc1 (stereo not drawn)	-10%	1%	-2%	4%	5	1	0%	-6	6	0%
CC(=O)Nc1cccc(/C(C)=N/NC(=O)c2ccc(CN3CCOCC3)cc2)c1	-1%	-1%	2%	-2%	1	1	0%	12	0	-1%
COc1ccc(OC)c(NC(=O)N2CCCC(C)C2)c1 (stereo not drawn)	-1%	-3%	-5%	-3%	0	-2	1%	-7	-5	4%
COc1ccccc1C(=O)NCCC(=O)NNC(=O)C1COc2ccccc2O1 (stereo not drawn)	/	-2%	/	-2%	-20	/	-1%	1	26	-4%
Cc1cccc(NC(=O)c2cccc(S(=O)(=O)Nc3ccccc3C(=O)O)c2)c1	9%	-27%	-8%	2%	7	10	8%	-41	-18	2%
C=CCNC(=O)c1ccc(Cn2c(=S)[nH]c3cc4c(cc3c2=O)OCO4)cc1	46%[activator]	6%	-4%	-35%	10	1	?	-9	-15	?
CC(NC(=O)c1ccccc1Br)c1ccc2c(c1)CCCC2 (stereo not drawn)	0%	12%	5%	2%	-4	1	5%	-12	-4	-1%
COc1ccc(C(C)NC(=O)C23CC4CC(CC(C4)C2)C3)cc1 (stereo not drawn)	0%	8%	2%	/	4	6	3%	-13	-3	-6%
Cc1cccc(N2CCN(CC(O)COCc3cccs3)CC2)c1C (stereo not drawn)	-1%	0%	1%	-5%[46.1 µM]	-10	2	?	11	-80*	8%
CNc1nc(-c2ccc3c(c2)CCN3C(=O)c2ccc(F)cc2)cs1	5%	8%	9%	0%	-16	-3	?	1	/	-1%
Cc1ccc(-n2ncc(C#N)c2N)cc1	-5%	-18%	1%	5%	0	-2	-2%	-10	8	1%
COCCCNC(=O)CS(=O)(=O)Cc1nc(-c2cccc(OC)c2)oc1C	2%	0%	-3%	-6%	-3	-2	-10%	-2	-5	0%
CC1CC(C)CN(CCCNC(=O)c2cn(C)c3ccc(S(=O)(=O)N4CCCC4)cc3c2=O)C1 (stereo not drawn)	11%	40µM*	-1%	-3%	-16	1	6%	9	12	2%
O=C(Nc1c(C(=O)N2CCOCC2)cnn1-c1ccccc1)c1ccco1	-15%	-6%	0%	/	4	0	-4%	4	0	-3%
O=C(N/N=C/c1cc2cc3c(cc2nc1Cl)OCCO3)c1ccccc1O	7%	3%	1%	3%[46.1 µM]	3	1	?	-21	6	-2%
COC(CNS(=O)(=O)c1ccc(Cl)cc1)c1ccccc1 (stereo not drawn)	2%	-3%	6%	3%	10	3	7%	-5	-2	0%
Cc1noc(C)c1COC(=O)c1cccc(S(=O)(=O)N2CCOCC2)c1	/	4%	/	4%	-6	/	?	0	28	-1%
Cc1cc(C(=O)CCC(=O)N2CCN(S(=O)(=O)c3ccccc3)CC2)c(C)s1	/	-10%	/	-3%	-8	/	4%	1	2	-2%
CCOc1ccc(Br)cc1S(=O)(=O)Nc1ccc(Cl)c(S(=O)(=O)N(C)C)c1	-5%	2%	1%	-5%[46.1 µM]	1	0	?	10	2	3%
Cc1ccc(C)n1-c1nc(=S)[nH][nH]1	-3%	-2%	-1%	/	1	-29	-7%	-2	9	1%
CCNc1nc2c(c(=O)[nH]c(=O)n2C)n1Cc1ccc(F)cc1	1%	21%	0%	1%	-1	-1	-1%	14	0	-5%
O=c1c2cc3c(=O)n(-c4ccccc4O)c(=O)c3cc2c(=O)n1-c1ccccc1O	7%	-2%	8%	4%	2	0	?	-5	0	-3%
The listing continues:
SMILES	CXXC DNA block	A-T KAP1 phos	GALK inh	TCR act	Giardia killer	Coupling enz	Chronic BCR inh	TSHR antag	hERG WT inh	Tb PFK block
COCCCNC(=O)C1CCN(c2ncccn2)CC1	9%	0%	6%	1%	8	1	1%	8	-4	1%
CC(=O)Nc1ccc(S(=O)(=O)Nc2nccc(/C=C/c3ccc(Cl)cc3)n2)cc1	-1%	-6%	/	3%[46.1 µM]	7	7	-12%	-11	6	-5%
O=C(N/N=C/c1ccc(-c2cccc([N+](=O)[O-])c2)o1)c1ccc([N+](=O)[O-])cc1	-3%	-7%	0%	2%	19	-3	?	-17	-41	-5%
O=S(=O)(CCc1ccncc1)Cc1ccc2c3c(cccc13)CC2	-11%	3%	-3%	-1%	2	-1	-1%	5	4	1%
Nc1cc2c(cc1C(=O)c1cccc(Br)c1)OCCO2	4%	-2%	-2%	-2%	-10	-3	6%	8	3	6%
COc1ccc(C2=NS(=O)(=O)N(C)C(C(=O)Nc3cc(C)ccc3O)=C2)cc1OC	/	-5%	/	6%	2	1	?	-16	4	-6%
CCOC(=O)NC(=O)COC(=O)CCCc1nc2ccccc2s1	-11%	-7%	0%	-1%	1	-4	3%	-2	-1	1%
S=C(NCc1ccco1)N1CCN(C/C=C/c2ccccc2)CC1	10%	3%	0%	1%	7	-1	?	8	-1	-8%
O=S(=O)(NC1C2CC3CC(C2)CC1C3)c1ccc(F)cc1 (stereo not drawn)	/	5%	/	3%	-24	/	9%	-7	6	1%
Cn1nc(C(F)(F)F)cc1C(=O)Nc1ccc(Cl)cc1	-6%	11%	1%	7%	-15	0	?	-11	-5	-6%
Oc1ccc(N=Nc2ccc3c(c2)OCCO3)c2cccnc12	0%	-2%	8%	4%	-16	1	-13%	25	2	-4%
CN(C(=O)c1cccc(C(F)(F)F)c1)C1CCCc2ccccc21 (stereo not drawn)	4%	11%	2%	-5%	10	-1	1%	5	-4	6%
COc1ccccc1NC(=O)CSc1nnc(C2CCCCC2)n1N	10%	1%	4%	-25%	-14	-2	?	-6	9	0%
Cc1ccc(OCCC(=O)NNC(=O)c2cc(C)oc2C)cc1	/	-1%	/	-5%	-11	/	3%	20	5	-1%
O=C(Cc1c(Cl)cccc1Cl)Nc1cccnc1	-3%	0%	1%	/	?	3	-2%	-2	-3	-2%
Cc1ccc(-c2csc(NC(=O)/C=C/c3ccco3)c2C(=O)O)cc1	-3%	-4%	2%	0%	-9	-29	?	-13	-4	-11%
CCNC(=O)NC(=O)C(C)Sc1ncc(C(F)(F)F)cc1Cl (stereo not drawn)	12%	3%	7%	-2%	12	3	?	-1	-12	0%
O=C(O)c1ccc(NS(=O)(=O)c2cccc(C(=O)Nc3ccccc3[N+](=O)[O-])c2)cc1	1%	-3%	4%	6%	5	5	6%	3	5	8%
CCOC(=O)c1nn(-c2cccc(OC)c2)c2nc(Nc3ccccc3)cc(=O)n12	5%	-1%	/	2%[46.1 µM]	10	2	?	3	-4	7%
COc1cccc(Nc2ncnc3nc[nH]c23)c1	5%	-5%	-1%	-1%	-3	-2	?	-6	3	-5%
O=C(CC1Nc2cccc3cccc(c23)NC1=O)Nc1ccccc1 (stereo not drawn)	4%	0%	0%	-3%[46.1 µM]	0	-40*	?	33	6	-4%
CC(C)NC(=O)Cc1ccc(Br)cc1	6%	/	3%	/	15	4	/	/	3	/
O=C(/C=C/c1ccccc1)n1cnnc1SC/C=C/c1ccccc1	33%[activator]	5%	1%	-4%[46.1 µM]	3	1	-2%	-6	3	0%
Cc1cccn2c(=O)nc(SCC(=O)c3ccc(Cl)cc3)nc12	/	1%	/	-2%	-9	/	?	-3	0	-1%
Cc1nnc(SCC(=O)Nc2ccc(Oc3ccccc3)cc2)n1N	2%	3%	0%	3%	-3	1	-2%	2	-21	-4%
Cc1nc(C)c(C(=O)NNC(=O)Nc2ccc(Cl)cc2)s1	4%	-2%	3%	-45%	-3	3	-7%	-4	1	-8%
